# Screens from PubChem BioAssay.
# miR122 inh – inhibitors of miR-122 in Huh7 cells | activation (reporter increase), % at 12.5 µM | AID 602342 | 0.3% of 340,000 active | Huh7 miR-122 Renilla luciferase sensor, 48 h; neutral wells = 0, positive control = 100;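 active means mean replicate activation score at least 90 and every replicate individually at or above 90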;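 further: higher luciferase means less miR-122 activity so hits act as miR-122 inhibitors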
# * marks the source's active call; other numbers are inactive results.
SMILES,miR122 inh
CCc1cc(C(=O)N2CCOCC2)c(NC2=NS(=O)(=O)c3ccccc32)s1,-7
COCCn1c(C)cc(C(=O)CSc2cc(C)c3ccc(OC)cc3n2)c1C,3
COc1ccc(Nc2nc(N)nc(CN3CCN(c4ccc(F)cc4)CC3)n2)cc1,-23
O=C(CC(c1ccccc1)c1cc(Cl)ccc1O)N1CCOCC1 (configuration not stated),-1
Cc1cc(NC(=O)COc2ccc(N(C)S(=O)(=O)c3ccccc3)cc2)no1,9
CSCCC(NS(=O)(=O)c1ccc(Cl)cc1)C(=O)OCC(=O)NC1CC1 (configuration not stated),7
O=C(COc1ccc(S(=O)(=O)N2CCCCC2)cc1)NCc1ccncc1,4
O=C(NCc1cccnc1)c1cnc2n(c1=O)CCS2,4
CCOC(=O)CC1C(=O)NCCN1C(=O)Nc1ccccc1 (configuration not stated),1
O=C1CCCN1c1ccc(S(=O)(=O)Nc2ccc3c(c2)OCCO3)cc1,39
O=C(CN1C(=O)c2cccc3cccc1c23)Nc1cccnc1,1
Cc1ccc(-c2noc(C3CCCCC3)n2)cc1,-1
Cc1ccc(S(=O)(=O)N2CC(O)CC2C(=O)Nc2ccc3c(c2)CCC3)cc1 (configuration not stated),0
CC(C)CN1C(=O)c2ccc(C(=O)NCc3ccc4c(c3)OCO4)cc2C1=O,0
COc1ccccc1C(O)P(=O)(OC(C)C)c1ccc(N(C)C)cc1 (configuration not stated),4
c1ccc(N=P(c2nc3ccccc3o2)(N2CCOCC2)N2CCOCC2)cc1,6
COc1ccc(CSCCN)cc1Cl,6
Cc1ccc(CNC(=O)C2CCCN(C(=O)N(C)C)C2)cc1 (configuration not stated),5
O=C(COC(=O)C12CC3CC(CC(C3)C1)C2)Nc1ccc([N+](=O)[O-])cc1Cl,2
CCn1c(SC(=O)NC2CCCCC2)nnc1-c1cccs1,3
Cc1c(C(=S)Nc2ccccc2)cnn1-c1ccc([N+](=O)[O-])cc1,1
COc1ccc(NC(=O)CN2CCC(n3c(C)nc4cc(F)ccc43)CC2)c(OC)c1,4
Cc1ccc(-n2c(C)nnc2SCC(=O)N2CCc3ccccc3C2)cc1C,-3
O=C(Cn1cnc2c(nnn2Cc2ccccc2F)c1=O)OCc1ccccc1,4
CC1CC/C(=C\c2ccc3c(c2)OCO3)C(=O)/C1=C/c1ccc2c(c1)OCO2 (configuration not stated),-2
COc1ccc(O)c(CN2CCN(C/C=C/c3ccccc3)CC2)c1,-6
Cc1cccc(NC(=S)NNC(=O)c2csc3c2CCCC3)c1,25
CCOC(=O)c1ccccc1NC(=O)Cn1cnc2c1c(=O)n(C)c(=O)n2C,-12
COC(=O)C(NC(=O)c1ccc(F)cc1)(Nc1ncc(S(=O)(=O)c2ccc([N+](=O)[O-])cc2)s1)C(F)(F)F (configuration not stated),-16
CCCCn1c(N)c(Sc2ccccc2)c(=O)[nH]c1=O,2
CC(=O)Oc1ccc(NC(=O)C2CCCCC2)c(C(=O)O)c1,-9
Fc1ccc(Sc2nc(-c3ccccc3)nnc2C(F)(F)F)cc1,-8
O=C(Nc1cccc2ncccc12)c1ccc(-c2ccc(Br)cc2)o1,2
COc1ccc(OC)c(NC(=O)CSc2nnc(-c3ccco3)n2-c2ccccc2)c1,-5
O=C(Cn1nnc2ccccc2c1=O)N1CCCc2ccccc21,0
Cn1c(SCC(=O)c2ccccc2)nc2cccnc21,-8
COc1ccc(C2=Nn3c(nnc3-c3ccncc3)SC2)cc1,-1
CCCS(=O)(=O)NC(=O)C1(C)CCCN(C(=O)c2nc(C)oc2C)C1 (configuration not stated),-4
Cc1cc(F)c(F)c(C(=O)NC2CC2)c1Cl,-2
COc1ccc(N2CCN(Cc3nc(-c4ccc(Cl)cc4Cl)no3)CC2)cc1,-2
Cc1ccccc1OCC(O)Cn1c(NCc2ccccc2)nc2c1c(=O)[nH]c(=O)n2C (configuration not stated),4
CCc1cc2c(-n3nc(C)cc3C)ncnc2s1,-4
COc1ccc(Cc2nc(C(=O)Nc3ccccc3)cs2)cc1,-2
COc1ccc(CN2c3cc(S(=O)(=O)N4CCOCC4)ccc3N3CCCC32)cc1 (configuration not stated),1
Cn1nc(C(F)(F)F)c(C#N)c1N1CCN(c2ccc(F)cc2)CC1,10
O=C(c1ccco1)N1CCN(C(=O)c2ccccc2OC(=O)C23CC4CC(CC(C4)C2)C3)CC1,0
CC(C)(C)c1ccc(OCC(=O)NCCN2CCCC2)cc1,4
CCn1c(SCC(=O)Nc2ccc(NC(=O)c3ccco3)cc2)nnc1-c1cccs1,-6
CNC(=O)NC(=O)CSc1nc2cc(C(=O)OC)ccc2c(=O)n1-c1ccccc1,1
CCOc1ccccc1NC(=O)C(OC(=O)c1ccc(N(C)C)cc1)c1ccccc1 (configuration not stated),-6
# Next entries.
SMILES,miR122 inh
N#C/C(=C\c1ccc(N2CCOCC2)cc1)c1ccccc1,-3
Cc1ccc(NC(=O)c2sc3nc[nH]c(=O)c3c2C)c(C)c1,-1
CC1C(C)C(O)(c2ccccc2)CCN1C (configuration not stated),10
Cc1c(/C(Cc2ccccc2)=N/O)c2ccccc2n1C,13
c1ccc2nc(N3CCCC3)c(N3CCCC3)nc2c1,9
c1coc(CNCC2OCCc3ccccc32)c1 (configuration not stated),-4
CC(=O)N(CCCN(C)C)CCC(C)CCC=C(C)C (configuration not stated),2
CC(C(=O)NC1CCCC1)N(Cc1ccco1)C(=O)c1snc(C(=O)NC2CCCC2)c1N (configuration not stated),-8
COC(=O)c1ccccc1NC(=O)c1cc(-c2ccc(C)cc2)on1,18
Cn1c(SCC(=O)NC2CCCCCC2)nnc1-c1cccs1,-2

# Reprinted from the part before: 2 entries; new compounds follow.
SMILES,miR122 inh
COC(=O)c1ccccc1NC(=O)c1cc(-c2ccc(C)cc2)on1,18
Cn1c(SCC(=O)NC2CCCCCC2)nnc1-c1cccs1,-2
CCCCSc1nnc(CCCCCNC(=O)OC(C)(C)C)o1,-2
COc1ccc(CNC(=O)COC(=O)c2cccnc2Nc2cccc(C(F)(F)F)c2)cc1,0
N#Cc1cnn(-c2nc(SCc3ccccc3)nc3sc4c(c23)CCCC4)c1N,-3
CCOc1nc(-c2ccc(OC)cc2)ccc1-c1noc(C)n1,-3
COc1ccccc1-c1cn(S(=O)(=O)c2ccc(F)cc2)nc1N,1
O=C(CCCNS(=O)(=O)c1cccc2nsnc12)NCCc1ccccc1,-1
CCOC(=O)c1cc(C(=O)OCC)c2cc(Br)ccc2n1,-1
COCC(=O)Nc1ccccc1C(=O)Nc1ccc(OC)cc1,-1
CCOC(=O)N/N=C/c1ccccc1F,-3
Cc1occc1C(=O)NCc1ccccn1,-15

# Some of the entries so far, with each value named.
SMILES: CCOC(=O)N/N=C/c1ccccc1F
  miR122 inh = -3
SMILES: Cc1occc1C(=O)NCc1ccccn1
  miR122 inh = -15

# (more compounds)
SMILES,miR122 inh
O=C(Nc1cc(C(F)(F)F)ccc1N1CCOCC1)c1cncc(Br)c1,9
COc1ccc(OC)c(NC(=O)c2cc(-c3cc(Cl)ccc3O)n[nH]2)c1,-28
COC(=O)CCCCCCCCC(O)CN1CCCCC1 (configuration not stated),-2
COC(=O)c1ccccc1CCC(C)=O,-8
CCOC(=O)c1cnc2cc(Cl)c(OC)cc2c1NCC1CCCO1 (configuration not stated),-1
CCOC(=O)c1cccc(N2C(=O)C3C(C2=O)C2C=CC3C23CC3)c1 (configuration not stated),4
Cn1c(=O)[nH]c(=O)c2c1nc(N1CCCCC1)n2CCOc1ccccc1,-4
CCCCCCCC(=O)N/N=C/c1cccnc1,1
Cc1occc1-c1nnc(SCC(=O)c2c[nH]c3ccccc23)n1C,5
CC(=O)C1=C(C)NC(=O)NC1c1ccccc1 (configuration not stated),1
COc1ccc(C2c3cc(OC)c(OC)cc3CCN2C2CC(=O)N(c3ccccc3)C2=O)cc1OC (configuration not stated),-5
O=C(Nc1ccc(Br)cc1)C1CCCN1S(=O)(=O)c1cccs1 (configuration not stated),1
Cn1c(SC/C=C/c2ccccc2)nnc1-c1ccco1,-4
O=C(NCC(c1cccnc1)N1CCOCC1)c1cccs1 (configuration not stated),-4
COC(=O)C1(C(F)(F)F)N=C(C(F)(F)F)Nc2ccc(Cl)cc21 (configuration not stated),-3
CC(=O)Nc1ccc(NC(=O)CSc2nccn2Cc2ccccc2)cc1,12
CCCCNC(=O)CC1N=C2c3ccccc3N=C(SCC(=O)Nc3ccccc3C)N2C1=O (configuration not stated),-2
Cc1ccc(NC(=O)c2cncc(Br)c2)cc1S(=O)(=O)N(C)C,4
CCOC(=O)N1CCN(C(c2cccnc2)c2ccc3cccnc3c2O)CC1 (configuration not stated),29
CCOc1cc(C(=O)NCc2ccncc2)cc(OCC)c1OCC,17
CC12CCC(C(=O)NCc3cccnc3)(OC1=O)C2(C)C (configuration not stated),-9
CCOC(=O)Cn1c(=O)c2c(nc(Br)n2CC(=O)OCC)n(C)c1=O,-3
CC(=O)CC1(C)OC(N)=C(C#N)C1(C#N)C#N (configuration not stated),-4
Cc1ccc(S(=O)(=O)/C(C#N)=C/c2c(N3CCC(C(N)=O)CC3)nc3ccccn3c2=O)cc1,-3
COc1ccc(C2=NOC(C(=O)NCCCN3CCOCC3)C2)cc1 (configuration not stated),-4
O=C(Nc1ccccc1)C1CCCN(S(=O)(=O)c2ccc(-n3cnnn3)cc2)C1 (configuration not stated),2
Cc1ccc(CC(=O)NCCS(=O)c2ccc(Cl)cc2)cc1 (configuration not stated),5
Cc1ccc(S(=O)(=O)CC(=O)c2ccc(C(C)(C)C)cc2)cc1,-6
O=C(COc1ccccc1)N1N=C(c2cccnc2)CC1(O)C(F)(F)F (configuration not stated),-2
Cc1cc(C(=O)N/N=C/c2ccccc2Br)no1,-1
CCOc1ccc(CCNC(=O)CN(C)S(=O)(=O)c2cccc3nsnc23)cc1OCC,-6
Cc1nn(C(=O)N2CCOCC2)c(C)c1C,-5
Cc1ccc(NS(=O)(=O)c2ccc(OCC(=O)N3CCOCC3)cc2)cc1,2
CN(C)c1ccc(C(=O)Nc2cc(C(F)(F)F)ccc2-n2cncn2)cc1,-6
CN(C(=O)CSC1=NCCS1)c1ccccc1,2
CCOC(=O)c1c(NC(=O)c2cccs2)sc(C)c1CC,1
CCOC(=O)C1=C(O)C(=O)N(c2ccc(S(N)(=O)=O)cc2)C1c1ccc(OC)cc1OC (configuration not stated),1
Cc1ccc([N+](=O)[O-])cc1NC(=O)CN1CCCCC1,4
CCc1nc(SCC(=O)N2CCN(c3ccccc3)CC2)c2oc3ccccc3c2n1,0
Cc1ccc(-n2c(C)c3c(C)nnc(C)c3c2C)cc1C,-1
CCOC(=O)N1CCN(C(=O)CSc2nc(-c3cccc(C)c3)ns2)CC1,84
Cc1nc(-c2ccccc2)cc(N2CCCC2)n1,0
Cc1ccc2oc(-c3cccc(NC(=O)Cc4cccs4)c3)nc2c1,-3
C=CCn1c(-c2cccc([N+](=O)[O-])c2)n[nH]c1=S,-3
O=C(CCCSc1nc2ccccc2[nH]1)NC1=NCCS1,9
Cc1nnsc1C(=O)Nc1ccc(Cl)cc1Cl,7
CCCCCNC(=O)c1ccc2c(=O)[nH]c3c(C(=O)NCC4CCCO4)sc(=S)n3c2c1 (configuration not stated),-3
Fc1ccc(OCc2nn3c(Cn4nnc5ccccc54)nnc3s2)cc1,-6
CCOC(=O)c1cc(C)n(CCc2ccccc2)c1C,3
COc1ccc(C(=O)CSc2ccc(-c3ccc(C)cc3)nn2)cc1,5
# The list goes on:
SMILES,miR122 inh
O=C(c1ccc(Cl)cc1)c1cnc(-c2ccc(Cl)cc2)s1,-8
O=S(=O)(NCC1COc2ccccc2O1)c1ccc2ccccc2c1 (configuration not stated),-3
C=CCn1c(O)c(C(CC)=Nc2ccccc2NC(=O)CC)c(=O)[nH]c1=O,-8
Cc1cc2cc(NC(=O)c3ccco3)ccc2[nH]1,-8
COCCCNC(=O)C(=O)N/N=C/c1ccc(OCC(=O)Nc2cccc(Cl)c2C)c(OC)c1,5
Cc1ccc(-n2c(=O)c3sccc3n(CC(=O)N3CCCC3)c2=O)cc1,-5
O=C(Nc1ccc2c(c1)OCO2)C(c1ccccc1)N1CCN(C(=O)c2ccco2)CC1 (configuration not stated),-2
COc1ccc(/C=N/NC(=O)c2ccoc2C)cc1COc1c(C)cccc1C,12
CSc1nc(NC(C)C)nc(N2CCOCC2)n1,2
CC1(C(=O)O)CCC(C(=O)Nc2ccc3ccccc3c2)C1(C)C (configuration not stated),-14

# Gathered by group, those above containing two or more sulfur atoms.
SMILES,miR122 inh
CCc1cc(C(=O)N2CCOCC2)c(NC2=NS(=O)(=O)c3ccccc32)s1,-7
CSCCC(NS(=O)(=O)c1ccc(Cl)cc1)C(=O)OCC(=O)NC1CC1 (configuration not stated),7
CCn1c(SC(=O)NC2CCCCC2)nnc1-c1cccs1,3
Cc1cccc(NC(=S)NNC(=O)c2csc3c2CCCC3)c1,25
COC(=O)C(NC(=O)c1ccc(F)cc1)(Nc1ncc(S(=O)(=O)c2ccc([N+](=O)[O-])cc2)s1)C(F)(F)F (configuration not stated),-16
CCn1c(SCC(=O)Nc2ccc(NC(=O)c3ccco3)cc2)nnc1-c1cccs1,-6
Cn1c(SCC(=O)NC2CCCCCC2)nnc1-c1cccs1,-2
N#Cc1cnn(-c2nc(SCc3ccccc3)nc3sc4c(c23)CCCC4)c1N,-3
O=C(CCCNS(=O)(=O)c1cccc2nsnc12)NCCc1ccccc1,-1
O=C(Nc1ccc(Br)cc1)C1CCCN1S(=O)(=O)c1cccs1 (configuration not stated),1
CCOc1ccc(CCNC(=O)CN(C)S(=O)(=O)c2cccc3nsnc23)cc1OCC,-6
CN(C(=O)CSC1=NCCS1)c1ccccc1,2
CCOC(=O)c1c(NC(=O)c2cccs2)sc(C)c1CC,1
CCOC(=O)N1CCN(C(=O)CSc2nc(-c3cccc(C)c3)ns2)CC1,84
O=C(CCCSc1nc2ccccc2[nH]1)NC1=NCCS1,9
CCCCCNC(=O)c1ccc2c(=O)[nH]c3c(C(=O)NCC4CCCO4)sc(=S)n3c2c1 (configuration not stated),-3

# These rows are one share of the data; count on the stated rates, not on these rows.
